Myeloid diff MLP: compounds promoting myeloid differentiation. ER-HoxA9 myeloid progenitors, lysozyme-GFP differentiation, flow cytometry. AID 624256. calls only at 10 µM. 360,000 compounds, 1% hits;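 active means normalized GFP-positive differentiation at or above the plate's own cutoff, the solvent-only control mean plus 3 SD; inconclusive means no clear call, values can overlap the other calls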;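 further: cells exposed to compound for four days before flow analysis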
T cell modulator: T cell immune modulation candidate; 2C CD8+ T cell-vesicle binding, flow cytometry; stronger effect = lower value; calls only at 7 µM; 330,000 compounds, 0.068% hits; AID 2052;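 active means response, share of CD8 T cells binding vesicles, and their 90th percentile fluorescence all below set limits, cut at about 80% in these data, passing the limit was not always enough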
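Also added: QL9-peptide-loaded Drosophila micro-vesicles bearing Ld, ICAM-1 and B7-1; Test system: purified 2C TCR transgenic mouse naive CD8+ T cells; Measured by: cytometric PE anti-B7-1 and Alexa647 anti-CD8 signals after 1% paraformaldehyde fixation; Timing: binding step 1.5 h, 37 °C, antibody labelling 20 min, ice.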
HEK293 NOD2/NF-kB: NOD2 signaling inhibitors, cell-based, luminescence, uHTS, HEK293 (AID 1566); one-dose inhibition, % at 4 µM; EC50 in µM for titrated hits; HEK293 NOD2/NF-kB luciferase reporter, luminescence; higher % means a stronger effect; 290,000 compounds, 0.63% hits; further: many of its hits are not listed in these tables
GPR55 beta-arrestin: selective activators of receptor GPR55 – imaging, U2OS cells, beta-arrestin-GFP redistribution, primary screen (AID 1961) | activation, % at 10 µM; hits with a dose series show EC50 in µM | 290,000 compounds, 0.048% hits | U2OS GPR55 beta-arrestin-GFP redistribution imaging; higher % means a stronger effect;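 active means activation above 40% with more than 50 cells counted in the well; inconclusive means wells holding fewer than 50 cells, flagged as toxic or sparse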;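 further: U2OS osteosarcoma cells stably expressing GPR55 and beta-arrestin-GFP; plate controls were DMSO negative control for no effect and LPI positive control for full effect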
NTR1 agonist: NTR1-driven beta-arrestin-GFP spot formation – imaging, U2OS cells, high content, primary screen (AID 493036); P30989; 330,000 compounds, 0.17% hits; agonist mode; activation, % at 20 µM;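 active means activation at or above 40% of the spot to cytoplasm intensity ratio, with at least 20 cells analyzed; inconclusive means wells under 20 cells, flagged as cytotoxic or low count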;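 further: 0% = DMSO without peptide and 100% = 100 nM NTR1 peptide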
Target sequence (P30989 whole entry, looked up): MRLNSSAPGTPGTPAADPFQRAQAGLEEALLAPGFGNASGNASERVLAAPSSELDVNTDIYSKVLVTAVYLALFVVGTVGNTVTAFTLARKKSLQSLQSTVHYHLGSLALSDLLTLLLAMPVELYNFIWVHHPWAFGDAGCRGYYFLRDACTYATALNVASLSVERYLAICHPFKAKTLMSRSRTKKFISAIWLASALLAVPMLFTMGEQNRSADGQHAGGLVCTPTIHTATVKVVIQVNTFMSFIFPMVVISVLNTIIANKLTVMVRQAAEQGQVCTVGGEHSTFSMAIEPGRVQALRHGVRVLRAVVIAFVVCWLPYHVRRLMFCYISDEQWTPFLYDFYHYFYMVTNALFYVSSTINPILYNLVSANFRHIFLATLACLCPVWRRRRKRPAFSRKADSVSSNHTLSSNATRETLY
KOR beta-arrestin-1: KOR agonists, beta-arrestin recruitment, primary screen, cell-based, luminescence, uHTS (AID 1777). KOR beta-arrestin recruitment, luminescence; higher % means a stronger effect. activation, % at 10 µM; hits with a dose series show EC50 in µM. 280,000 compounds, 0.02% hits; in the data active means activation above about 50%, passing the limit was not always enough; further: a part of the inactive calls stands beside numbers as strong as those of hits
GPR55 LPI antagonism: inhibition of LPI-stimulated GPR55 beta-arrestin translocation – imaging, U2OS, beta-arrestin-GFP, LPI agonist, primary screen (AID 2013); U2OS GPR55 beta-arrestin-GFP translocation imaging, LPI antagonism; higher % means a stronger effect; 290,000 compounds, 0.13% hits; inhibition, % at 10 µM, or IC50 in µM where a hit was titrated;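 active means spots per cell inhibited over 60%, with over 100 cells counted and total cytoplasm intensity under 500,000; inconclusive means wells with under 100 cells, flagged as likely toxic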;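 further: U2OS cells stably carrying GPR55 and arrestin-GFP stimulated by 5 µM LPI near EC80; imaged beta-arrestin-GFP aggregate spots per cell after agonist stimulation; plate controls were LPI-stimulated DMSO wells for no effect and DMSO wells without LPI for full effect; some results filed as inactive read as strong as hits; confirmed hits need IC50 under 10 µM and bright autofluorescent wells are also inconclusive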
NOD1 NF-kB reporter: NOD1 signaling inhibitors, primary screen, cell-based, luminescence, uHTS (AID 1578) | one-dose inhibition, % at 4 µM; EC50 in µM for titrated hits | NOD1-driven NF-kB luciferase reporter cells, luminescence; higher % means a stronger effect | 290,000 compounds, 1% hits; in the data active means inhibition mostly above about 36%, no sharp cut-off; inactive means mostly below about 34%;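 further: HEK-293T reporter cells stimulated with the NOD1 agonist gamma-tri-DAP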
KOR beta-arrestin-2: kappa opioid receptor blockers – cell-based, luminescence, uHTS (AID 1778); KOR beta-arrestin recruitment, luminescence, antagonist mode; higher % means a stronger effect; inhibition, % at 10 µM; hits with a dose series show IC50 in µM; 290,000 compounds, 0.091% hits; further: strong numbers were not always called active
T cell modulator vesicle-bound %: recorded beside T cell modulator, whose call it bears; double positive events, %; measured here: CD8+ vesicle-bound cell fraction;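 binding gate set so that unloaded-vesicle control wells show 10% double positive cells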
NTR1 agonist cell count 20 µM: second read-out of NTR1 agonist, no call of its own (marks repeat the call); cell count; measured here: cell count, cytotoxicity flag
Myeloid diff MLP GFP+ MAC1+ %: recorded beside Myeloid diff MLP, whose call it bears; GFP+ MAC1+ double positive, %; measured here: differentiation confirmed by MAC1 staining
The depositor's hits bear a star; i = inactive; u = inconclusive; x = no result given; + = active, no number; [ ] = remark or other dose. Unless noted, no stated cut-off is given here; in the data, active means inhibition above about 50%; inactive means the rest. The list is partial. The share of hits here may be higher or lower than overall.

SMILES	Myeloid diff MLP	Myeloid diff MLP GFP+ MAC1+ %	T cell modulator	T cell modulator vesicle-bound %	HEK293 NOD2/NF-kB	GPR55 beta-arrestin	NTR1 agonist	NTR1 agonist cell count 20 µM	KOR beta-arrestin-1	GPR55 LPI antagonism	NOD1 NF-kB reporter	KOR beta-arrestin-2
Cc1ccc(C(=O)CSc2nnc(-c3ccccc3)o2)cc1	i	6.3	i	16	10%	-0.3%	0.1	31	-4.5%	2%	-40%	11%
O=c1cc(CSc2ccc(Cl)cc2)nc(-c2ccccc2)[nH]1	i	0.1	i	45	6%	0.1%	0.1	39	-3.4%	4%	-35%	8%
COc1ccc2nc(NC(=O)Cn3cnc4c(=O)n(C)c(=O)n(C)c43)sc2c1	i	0.6	i	18	-7%	-0.1%	-1.7	80	x	7%	-24%	x
Cc1c(C(=O)NCCSc2ccc(Cl)cc2)cccc1[N+](=O)[O-]	i	0.9	i	43	9%	-0.3%	-0.5	55	1.4%	7%	-4%	20%
CCOC(=O)c1sc(N2C(=O)C(O)=C(C(=O)c3ccco3)C2c2ccc([N+](=O)[O-])cc2)nc1C (configuration not stated)	i	1.2	i	33	8%	-0.1%	0.6	71	8.5%	-3%	-16%	0%
COCCCNc1ncnc2sc3c(c12)CCC(C)C3 (configuration not stated)	i	0.8	i	37	12%	0.9%	3.8	45	-3.4%	-11%	9%	-12%
CCCc1cc2c(cc1NC(=O)c1ccc(C)cc1)OCO2	i	1.6	i	15	-36%	-0.1%	1.6	45	-1.5%	-2%	-6%	19%
COC(=O)c1cc(OC)c(OC)cc1NC(=O)c1cccnc1	x	x	x	x	-1%	0.2%	x	x	2.3%	3%	-6%	-82%
COc1ccc(C)cc1S(=O)(=O)N1CCC(C)CC1	i	0.5	i	20	0%	0.3%	-1.9	97	0.1%	1%	-3%	-4%
Cc1nc(NC(=O)C2CC2)sc1C(=O)Nc1ccc(Br)cc1	i	0.6	i	19	6%	-0.1%	1.6	56	-5.1%	4%	-11%	7%[20 µM]
CC(=O)C1=C(C)Nc2ncnn2C1c1ccc(O)cc1 (configuration not stated)	i	0.6	i	62	7%	0.4%	1.7	97	5.3%	4%	6%	1%
Cc1ccc(C2C3=C(CCCC3=O)Nc3nc(SCC(=O)NCc4ccco4)[nH]c(=O)c32)cc1 (configuration not stated)	i	3.3	i	30	9%	0.1%	-0.4	70	2.9%	0%	8%	-36%

The closing 2 records of the part before lead into the next:
SMILES	Myeloid diff MLP	Myeloid diff MLP GFP+ MAC1+ %	T cell modulator	T cell modulator vesicle-bound %	HEK293 NOD2/NF-kB	GPR55 beta-arrestin	NTR1 agonist	NTR1 agonist cell count 20 µM	KOR beta-arrestin-1	GPR55 LPI antagonism	NOD1 NF-kB reporter	KOR beta-arrestin-2
CC(=O)C1=C(C)Nc2ncnn2C1c1ccc(O)cc1 (configuration not stated)	i	0.6	i	62	7%	0.4%	1.7	97	5.3%	4%	6%	1%
Cc1ccc(C2C3=C(CCCC3=O)Nc3nc(SCC(=O)NCc4ccco4)[nH]c(=O)c32)cc1 (configuration not stated)	i	3.3	i	30	9%	0.1%	-0.4	70	2.9%	0%	8%	-36%
Cc1ccc2c(c1)S/C(=C\c1cccc[n+]1C)N2CCO	+	3.7*	i	18	1%	-0.1%	1.0	54	3.1%	16%	-19%	19%
CCN(CC)S(=O)(=O)c1cccc(C(=O)Nc2ccc3c(c2)OCO3)c1	i	3.7	i	58	-65%	-0.1%	-0.3	56	x	8%	-39%	-13%[20 µM]
COc1ccc(CN(C)CC(=O)Nc2ccc(Cl)cc2C(F)(F)F)c(OC)c1	i	0.1	i	8	2%	0.1%	10	59	3.8%	-10%	-18%	22%
C=C(C)CNC(=S)N/N=C/c1ccc(NC(C)=O)cc1	i	0.3	i	37	12%	-0.7%	0.4	39	0.9%	18%	-22%	20%
CC(=O)Nc1ccc(Nc2nc3c(S(=O)(=O)c4ccc(C)c(C)c4)nnn3c3ccccc23)cc1	i	0.1	i	18	12%	0.1%	1.5	99	-9.0%	8%	-22%	20%
CCN1CCN(C(=O)/C=C\C(=O)O)CC1	i	0.9	i	50	-1%	-0.1%	0.3	41	-3.8%	-6%	10%	-4%
COc1ccc(S(=O)(=O)NCCc2c[nH]c3ccc(C)cc23)cc1	i	0.6	i	58	13%	-0.1%	2.0	65	-0.2%	22%	-17%	-50%[20 µM]
CCO[C@@H]1OC(C(=O)N2CCOCC2)=C[C@H](C2CCCCC2)[C@H]1CCCO	+	7.5*	i	36	15%	-0.2%	0.5	67	2.6%	3%	-3%	-3%
CCN(CC)C(=O)C1CCCN(C(=O)Nc2ccc(NC(=O)N3CCCC(C(=O)N(CC)CC)C3)cc2)C1 (configuration not stated)	i	1.6	i	68	0%	-0.1%	1.0	41	-0.9%	-3%	-8%	9%
COc1cccc(C(=O)NCC(=O)OCC(=O)Nc2cc(OC)c([N+](=O)[O-])cc2C)c1	i	0.7	i	50	7%	-0.2%	-1.1	68	-4.0%	3%	-16%	-16%
CCOc1cc(/C=N\NC(=O)c2ccc(NC(=O)C(C)(C)C)cc2)ccc1OC(=O)c1ccc(OC)cc1	i	1.4	i	52	0%	-0.1%	4.6	95	0.4%	-5%	-14%	4%
COCCNC(=O)c1onc(CSc2cccc(OC)c2)c1C(=O)O	i	0.7	i	17	6%	-0.1%	1.8	97	-0.8%	18%	x	11%
N#C/C(=C/c1cn(CC(=O)O)c2ccccc12)C(=O)Nc1ccccc1	i	0.1	i	49	6%	0.3%	0.6	51	-9.7%	9%	14%	4%
O=C1CN=C(Nc2ccc(Cl)cc2)N1c1ccccc1	i	1.6	i	29	14%	0.2%	-0.6	51	-3.2%	2%	20%	12%
CCc1ccc(C(=O)OCC(=O)Nc2cccc(S(=O)(=O)NC3=NCCCCC3)c2)cc1	i	0.1	i	43	-2%	0.0%	1.1	56	0.6%	9%	-30%	5%
Cc1nn2c3ccccc3n(CCN3CCCCC3)c2nc1=O	i	0.0	i	22	1%	0.2%	0.3	59	x	-4%	-22%	x
COc1ccccc1NC(=O)c1c([N+](=O)[O-])cnn1C	i	1.2	i	60	-2%	0.7%	-1.4	55	-1.9%	-2%	-3%	21%
O=C(/C=C(\O)c1ccccc1)C(=O)NNC(=O)c1ccccc1[N+](=O)[O-]	i	1.5	i	40	18%	-0.1%	-1.1	50	-3.3%	9%	-24%	14%
CN(Cc1nc2ccc(F)cc2[nH]1)C(=O)C1CCC(=O)N(C2CC2)C1 (configuration not stated)	i	0.0	i	67	2%	-0.1%	-0.1	61	0.3%	8%	-11%	-8%
Cc1n[nH]c(C)c1CCc1nc2c3ccccc3nc(SCC(N)=O)n2n1	i	1.4	x	x	1%	-0.1%	x	x	10%	-6%	0%	-59%
CC(C)(C)C1CCC(=NNC(=O)C(=O)NCc2cccnc2)CC1 (configuration not stated)	i	0.4	i	55	-2%	-0.1%	0.7	68	2.7%	8%	-32%	-22%
O=C(c1ccccc1)N(Cc1cccs1)C1CCS(=O)(=O)C1 (configuration not stated)	i	1.5	i	37	-2%	-0.1%	0.2	61	-7.8%	1%	-6%	-13%
CCOc1cc(/C=N/O)ccc1OCc1ccc([N+](=O)[O-])cc1	i	0.2	i	38	20%	0.1%	0.8	50	-2.4%	4%	-20%	6%
O=c1[nH]ncc(N2CCCCCC2)c1Cl	i	0.3	i	56	-6%	0.3%	1.6	34	-3.6%	-1%	-31%	12%[20 µM]
Cc1nn2cnnc2c(C)c1Cc1c(F)cccc1Cl	i	0.5	i	46	15%	-0.1%	0.6	90	-1.7%	10%	-10%	-16%
Cc1c(Cl)cccc1NC(=O)NCc1ccc(F)cc1	i	0.7	i	41	-20%	0.2%	-0.5	81	-3.2%	4%	-39%	-23%[20 µM]
O=C(COc1ccc(F)cc1)N1CCCCCCC1	i	0.4	i	59	5%	0.3%	0.9	60	-4.1%	9%	-14%	-18%[20 µM]
COc1ccc2oc(C)c(C(N)=O)c2c1	i	2.3	i	12	2%	-0.1%	1.1	70	-1.8%	10%	-26%	-14%
COc1ccc(N2CCN(C(CNC(=O)C(=O)NCc3cccnc3)c3ccco3)CC2)cc1 (configuration not stated)	i	0.5	i	24	9%	-0.2%	-0.2	60	-2.5%	12%	-20%	-26%
COc1ccc(OC)c(CN(CCCN2CCOCC2)S(=O)(=O)c2ccc(NC(C)=O)cc2)c1	i	0.0	i	29	25%	1.0%	1.4	73	-0.9%	7%	1%	-24%
Cc1cc(C)c(C#N)c(SCC(=O)c2ccccc2)n1	i	0.2	i	56	4%	-0.2%	2.4	89	0.1%	-1%	-27%	-16%[20 µM]
CC(=O)c1ccc(NC(=O)Cn2cnc(S(=O)(=O)N3CCCCC3)c2)cc1	i	1.6	i	36	2%	-0.4%	1.7	57	16%	-1%	-3%	-20%
Cc1nn(-c2ccc(F)cc2)c(-n2cccc2)c1C(=O)N1CCN(C(=O)c2ccco2)CC1	i	3.2	i	9	15%	0.3%	1.1	63	-4.2%	-9%	-13%	5%
C/C(=N/NC(=O)c1ccc(C)s1)c1cccnc1	u	x	i	70	-21%	-0.1%	1.4	93	3.0%	3%	-53%	-2%
COc1cccc(CC2(CO)CCCN(Cc3cn[nH]c3-c3ccc(F)cc3)C2)c1 (configuration not stated)	i	0.1	i	49	3%	-0.3%	0.6	71	-5.0%	1%	-16%	-3%
O=C(OCC(=O)N1CCCC1)c1ccc(S(=O)(=O)N2CCOCC2)cc1	i	0.3	i	56	8%	-0.2%	1.0	41	-3.1%	7%	-20%	5%

Screens (PubChem)
